# mHTT-CaM PPI inh – mHTT-calmodulin interaction abrogation. P42858. AlphaScreen His-mHTT/GST-CaM binding, luminescence. inhibition, % at 15 µM. 3.6% of 190,000 active. AID 1671202;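 further: 0% = both proteins with DMSO and 100% = one protein alone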
# Target sequence (P42858 whole entry, looked up, stated change not applied): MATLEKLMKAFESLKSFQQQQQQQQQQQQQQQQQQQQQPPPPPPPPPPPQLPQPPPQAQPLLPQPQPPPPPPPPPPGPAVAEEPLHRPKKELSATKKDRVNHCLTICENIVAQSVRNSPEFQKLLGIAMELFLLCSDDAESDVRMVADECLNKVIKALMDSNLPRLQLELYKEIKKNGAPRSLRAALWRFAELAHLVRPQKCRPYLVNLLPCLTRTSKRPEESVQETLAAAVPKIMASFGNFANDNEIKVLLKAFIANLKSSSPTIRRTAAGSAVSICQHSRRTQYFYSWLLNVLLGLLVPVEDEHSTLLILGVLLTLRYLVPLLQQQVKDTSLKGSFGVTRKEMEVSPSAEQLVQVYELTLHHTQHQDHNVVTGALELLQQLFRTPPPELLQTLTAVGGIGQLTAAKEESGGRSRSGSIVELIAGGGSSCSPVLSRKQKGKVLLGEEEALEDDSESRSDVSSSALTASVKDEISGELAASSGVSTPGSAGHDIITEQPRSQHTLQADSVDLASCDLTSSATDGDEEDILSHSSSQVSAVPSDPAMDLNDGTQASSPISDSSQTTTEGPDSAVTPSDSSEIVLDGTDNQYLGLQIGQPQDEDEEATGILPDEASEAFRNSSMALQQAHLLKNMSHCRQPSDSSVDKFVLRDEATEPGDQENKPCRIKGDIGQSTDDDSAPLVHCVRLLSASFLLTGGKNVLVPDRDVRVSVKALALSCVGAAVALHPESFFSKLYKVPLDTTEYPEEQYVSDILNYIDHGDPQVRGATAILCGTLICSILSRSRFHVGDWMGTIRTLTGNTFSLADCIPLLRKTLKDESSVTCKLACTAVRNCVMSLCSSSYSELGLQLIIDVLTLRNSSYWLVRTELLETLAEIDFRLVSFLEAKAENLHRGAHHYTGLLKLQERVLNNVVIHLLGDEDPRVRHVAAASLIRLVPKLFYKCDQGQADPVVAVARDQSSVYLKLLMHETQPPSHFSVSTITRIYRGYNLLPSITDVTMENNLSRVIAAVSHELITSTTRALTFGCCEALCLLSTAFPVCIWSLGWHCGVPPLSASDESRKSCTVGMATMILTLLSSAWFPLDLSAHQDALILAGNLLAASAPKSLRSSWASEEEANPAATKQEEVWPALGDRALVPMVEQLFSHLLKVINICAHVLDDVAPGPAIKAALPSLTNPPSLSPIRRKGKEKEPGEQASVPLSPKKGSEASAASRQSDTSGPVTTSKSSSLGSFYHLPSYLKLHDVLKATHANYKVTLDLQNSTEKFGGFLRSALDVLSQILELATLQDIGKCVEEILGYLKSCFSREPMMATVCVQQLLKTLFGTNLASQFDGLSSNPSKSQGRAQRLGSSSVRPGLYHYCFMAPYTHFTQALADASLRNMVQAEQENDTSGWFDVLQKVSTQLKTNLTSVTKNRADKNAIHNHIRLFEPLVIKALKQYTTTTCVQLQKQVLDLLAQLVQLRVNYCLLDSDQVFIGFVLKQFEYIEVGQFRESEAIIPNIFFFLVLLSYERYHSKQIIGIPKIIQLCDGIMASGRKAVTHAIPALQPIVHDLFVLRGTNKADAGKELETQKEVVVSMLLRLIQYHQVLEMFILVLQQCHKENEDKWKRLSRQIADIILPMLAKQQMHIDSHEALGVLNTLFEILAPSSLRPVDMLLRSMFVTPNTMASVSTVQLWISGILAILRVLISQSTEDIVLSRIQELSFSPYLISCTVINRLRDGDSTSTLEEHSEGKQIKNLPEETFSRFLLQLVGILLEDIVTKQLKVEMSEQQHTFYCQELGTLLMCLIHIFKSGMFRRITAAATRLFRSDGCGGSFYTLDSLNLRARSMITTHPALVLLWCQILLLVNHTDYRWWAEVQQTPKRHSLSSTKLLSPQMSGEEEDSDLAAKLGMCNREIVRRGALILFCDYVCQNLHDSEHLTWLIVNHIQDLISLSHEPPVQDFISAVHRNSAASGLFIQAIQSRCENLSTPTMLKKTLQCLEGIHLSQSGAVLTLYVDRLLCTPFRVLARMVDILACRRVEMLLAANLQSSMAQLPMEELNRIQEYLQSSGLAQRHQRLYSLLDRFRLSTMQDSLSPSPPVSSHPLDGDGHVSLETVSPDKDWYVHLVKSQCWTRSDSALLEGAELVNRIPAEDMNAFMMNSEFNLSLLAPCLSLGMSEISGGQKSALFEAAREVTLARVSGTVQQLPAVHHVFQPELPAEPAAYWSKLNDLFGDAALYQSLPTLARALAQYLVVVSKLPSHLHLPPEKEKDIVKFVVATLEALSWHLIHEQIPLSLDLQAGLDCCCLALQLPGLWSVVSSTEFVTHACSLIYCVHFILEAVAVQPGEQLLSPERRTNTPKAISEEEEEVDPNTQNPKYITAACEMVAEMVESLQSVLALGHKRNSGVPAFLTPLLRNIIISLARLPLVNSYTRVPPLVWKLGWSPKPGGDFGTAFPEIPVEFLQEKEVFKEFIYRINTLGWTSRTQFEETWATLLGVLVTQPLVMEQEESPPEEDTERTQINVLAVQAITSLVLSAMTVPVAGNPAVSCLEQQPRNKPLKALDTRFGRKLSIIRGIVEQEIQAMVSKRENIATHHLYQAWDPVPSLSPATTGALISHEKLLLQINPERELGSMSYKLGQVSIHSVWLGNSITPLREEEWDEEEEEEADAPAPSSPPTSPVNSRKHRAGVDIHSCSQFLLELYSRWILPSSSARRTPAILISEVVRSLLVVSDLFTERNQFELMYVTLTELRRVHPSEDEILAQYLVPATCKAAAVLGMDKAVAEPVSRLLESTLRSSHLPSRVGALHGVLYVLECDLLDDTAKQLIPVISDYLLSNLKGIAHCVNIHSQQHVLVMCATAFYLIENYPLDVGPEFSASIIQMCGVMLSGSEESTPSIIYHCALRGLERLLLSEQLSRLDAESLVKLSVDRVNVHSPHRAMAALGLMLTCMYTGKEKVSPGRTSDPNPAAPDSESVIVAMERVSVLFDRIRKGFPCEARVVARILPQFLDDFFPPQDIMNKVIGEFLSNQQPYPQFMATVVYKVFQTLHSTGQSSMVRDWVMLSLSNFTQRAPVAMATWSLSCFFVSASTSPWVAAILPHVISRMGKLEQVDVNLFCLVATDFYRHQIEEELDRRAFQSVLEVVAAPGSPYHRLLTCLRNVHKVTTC
# Pf apPOL block – Pf-apPOL DNA polymerase inhibition; inhibition, % at 10 µM; Recombinant Pf-apPOL, molecular beacon fluorescence, 1.5 h; AID 1794808; 0.25% of 210,000 active
# Numbers without * were called inactive; i = inactive; nt = no result given; & = joins results of further samples. No stated cut-off is given here; in the data, active means inhibition above about 50%; inactive means the rest. No enrichment for hits; overall some 3.5% were active at least once.
SMILES,mHTT-CaM PPI inh,Pf apPOL block
CCn1c(C(=O)N(C)CC#N)cc2occc21,13,13
CCOc1nccnc1NC1CCN(C(=O)c2ccn(CC)n2)CC1,-6,-5
COc1cccc(C(O)CN2CCN(c3cccc(OC)c3)CC2)c1 (stereo not given),-4,-2
O=C(Nc1nc2c(s1)CN(C(=O)Nc1ccc(Cl)c(Cl)c1)CC2)c1cnccn1,26,-1
Cc1ccc(C(=O)CN2C3=NCCCN3c3cc(C)c(C)cc32)cc1,-1,-1
Cc1cc(=O)[nH]c(SCCOc2ccc(C(C)(C)C)cc2)n1,4,-6
COc1cc(C2NCCS2)cc(OC)c1OC (stereo not given),-2,6
O=C(NCC1(CO)CC1)C(=O)Nc1ccc(OC(F)(F)F)cc1,-14,-14
CC(C)(C)c1ccc(C(=O)NC(=S)N2CCNC(=O)C2CC(=O)OCC2CCCO2)cc1 (stereo not given),18,3
CC12CC(NC(=O)N1c1ccc(C(=O)NCCc3ccccc3)cc1)c1ccccc1O2 (stereo not given),16,-10
O=C1C=CC(=O)N1c1ccc(-c2cnc(-c3ccc(N4C(=O)C=CC4=O)cc3)nc2)cc1,4,0
Cc1cc(Cl)c(OCCCCn2ccnc2)c(Br)c1,15,2
O=C(N1CCCC1)N1c2ccccc2Sc2ccccc21,-14,-5
CC(=O)Oc1ccc2c(c1)CCC1C2=CCC2(C)C(OC(C)=O)CCC12 (stereo not given),nt,2
Cc1cccc(NC(=O)N2CCC(n3cnc4ccc(C)cc4c3=O)CC2)c1,-2,0

# Compound profiles, from the list above.
# O=C(N1CCCC1)N1c2ccccc2Sc2ccccc21 is listed with mHTT-CaM PPI inh = -14; Pf apPOL block = -5
# O=C(Nc1nc2c(s1)CN(C(=O)Nc1ccc(Cl)c(Cl)c1)CC2)c1cnccn1 is listed with mHTT-CaM PPI inh = 26; Pf apPOL block = -1

# Later entries
SMILES,mHTT-CaM PPI inh,Pf apPOL block
O=C(CC1Nc2ccccc2NC1=O)Nc1ccc(Cl)cc1 (stereo not given),-8,-6
Nc1ccc(OC2=C(Cl)C(=O)c3ccccc3C2=O)cc1,nt,2
CC(C)CNc1ncnc2c1cnn2C,-7,-2
CC1=C(C(N)=O)C(c2ccc(F)cc2)n2nc(SCc3ccccc3F)nc2N1 (stereo not given),2,-1
CCc1c(C)sc(NC(=O)C2CC3CCC2C3)c1C#N (stereo not given),9,-1
CCCn1c(=O)c(N2CCN(C(=O)c3cccc(C)c3)CC2)nc2ccccc21,-11,-2
CCOc1ccc(S(=O)(=O)N2CCSC2c2ccc(OC)c([N+](=O)[O-])c2)cc1 (stereo not given),20,7
O=C(Nc1ccc(I)cc1)c1ccc(OC2CSC2)cc1,2,-9
CCOC(=O)CN1CCC(c2nnc(-c3ccc(F)cc3)o2)CC1,-12,3
CCOc1ccccc1-n1ccn(Cc2nc(-c3cccc(OC)c3)no2)c(=O)c1=O,8,-12
O=[N+]([O-])c1ccc(C(F)(F)F)cc1S(=O)(=O)c1ccc(Cl)cc1,9,2
O=C(Cn1nc2ccc(C(=O)NCc3ccccc3)cn2c1=O)Nc1ccc2c(c1)OCO2,-2,-7
Cc1cccc(CNC(=O)C2CC(=O)N(c3ccc4oc(C)nc4c3)C2)c1 (stereo not given),2,-4
COc1cc2c(cc1OC)-c1c(C#N)c(-c3ccc(Cl)cc3)c(C(=O)c3cccs3)n1CC2,nt,-9
Cn1nc(-c2nc(Cc3ccccc3)no2)c2c1CCN(C(=O)C1CCCC1)C2,8,0
COc1ccccc1Cc1noc(/C=C/c2ccccc2Cl)n1,-62,0
O=C(NC1CCCc2ccccc21)c1csc(-c2ccnc(N3CCCCC3)c2)n1 (stereo not given),-22,-2
Cc1ccc(C(=O)NNC(=O)c2cc(-c3ccccc3)c(C(F)(F)F)s2)cc1,nt,1
COCCNC(=O)C1(C)CCC(=O)N1c1ccc(C)cc1 (stereo not given),-1,2
O=C1CSC(c2ccc(Cl)cc2)N1c1ccccc1F (stereo not given),-11,-1
Cc1ccc(S(=O)(=O)Nc2c(Cl)cc(Cl)c3cccnc23)cc1,-4,1
CCOC(=O)C1=C(N)CC(C(=O)OCC)=C(N)C1,nt,-24
CCOC(=O)c1cnn(C(=O)COc2ccc(C(C)(C)C)cc2C(C)(C)C)c1N,nt,-5
COc1cccc(C2C=C(c3ccc(I)cc3)Nc3ncnn32)c1OC (stereo not given),19,-8
Cc1cc(C)nc(N2CCN(CC(=O)Nc3ccccc3F)CC2)n1,-9,-5
CCCNC(=O)N(C)Cc1cc(-c2ccc(C)cc2C)on1,0,-5
Cc1cccc(OCC(=O)Nc2ncn[nH]2)c1C,7,-2
COc1cccc(-c2nc(=S)c3c(n2CCO)CCCC3)c1,-1,-12
CCCOc1cccc(C(=O)NCc2ccccc2)c1,-14,-8
COC(=O)C12CC3(C)CC(C)(CC(C)(C3)C1)C2,-1,0

# Quoted from the listing.
# O=C(NC1CCCc2ccccc21)c1csc(-c2ccnc(N3CCCCC3)c2)n1 (stereo not given) in mHTT-CaM PPI inh shows -22
# CCCNC(=O)N(C)Cc1cc(-c2ccc(C)cc2C)on1 in Pf apPOL block shows -5
# Cc1ccc(S(=O)(=O)Nc2c(Cl)cc(Cl)c3cccnc23)cc1 in mHTT-CaM PPI inh shows -4
# CCOC(=O)C1=C(N)CC(C(=O)OCC)=C(N)C1 in Pf apPOL block shows -24
# COc1ccccc1Cc1noc(/C=C/c2ccccc2Cl)n1 in mHTT-CaM PPI inh shows -62
# Cc1cc(C)nc(N2CCN(CC(=O)Nc3ccccc3F)CC2)n1 in Pf apPOL block shows -5
# CCOC(=O)c1cnn(C(=O)COc2ccc(C(C)(C)C)cc2C(C)(C)C)c1N in Pf apPOL block shows -5

# Grouped by structure, the compounds so far with a nitro group on carbon (two)
SMILES,mHTT-CaM PPI inh,Pf apPOL block
CCOc1ccc(S(=O)(=O)N2CCSC2c2ccc(OC)c([N+](=O)[O-])c2)cc1 (stereo not given),20,7
O=[N+]([O-])c1ccc(C(F)(F)F)cc1S(=O)(=O)c1ccc(Cl)cc1,9,2

# (list continues)
SMILES,mHTT-CaM PPI inh,Pf apPOL block
COc1ccc(CCNC(=O)CCC2CCCCC2)cc1OC,3,-11
CCCN(CCC)S(=O)(=O)c1ccc(C(=O)ON=C(N)c2ccc3c(c2)OCO3)cc1,nt,11
CCOC(=O)c1cc2cccc(OC)c2oc1=O,-2,-8
COc1cccc(Nc2cc(C)nc3ccc(Cl)cc23)c1,4,-6
COc1cccc(/C=c2\sc3nc(-c4ccccc4)nn3c2=O)c1OC,-1,1
O=C(CSc1nnc(Cc2ccccc2)o1)Nc1ccc(OC(F)(F)F)cc1,3,-6
COc1ccc2c(CN3CCC(Cc4ccccc4)CC3)cc(=O)oc2c1,-23,-4
COCC(=O)N1CCC(CCOc2cccc(F)c2)CC1,-5,-3
Cc1cc(C)c(CNC(=O)c2c(C)sc3ccn(C)c(=O)c23)c(C)c1,27,1
COc1ccc(OC)c(C=C2Oc3c(ccc(O)c3CN(C)C)C2=O)c1,0,-4
CCc1cc2c(cc1C(=O)CCN1CCOCC1)C(C)(C)CCC2(C)C,nt,-3
Cc1cccc(C(=O)Nc2ccc(O)c(-c3nc4ccccc4s3)c2)c1,-3,-2
CSCCC(NS(=O)(=O)c1ccc(F)c(Cl)c1)C(=O)O (stereo not given),5&2,-1&-8
CCc1ccc(N2C(=O)Nc3ccc(Br)cc3C2(O)C(=O)NCCCN(C)C)cc1 (stereo not given),-2,-5
COc1ccc(OC)c(C2C(C(=O)Nc3c(F)cccc3F)=C(C)NC3=C2C(=O)CCC3)c1 (stereo not given),4,-20
COc1cc(C(=O)Nc2cc(-c3ccccc3)[nH]n2)cc(OC)c1OC,8,4
COc1ccc(Oc2coc3cc(OC(=O)c4ccccc4)ccc3c2=O)cc1,-2,-3
CCCc1nc(-c2ccc(C)cc2)no1,0,-2
O=C(Nc1ccc([N+](=O)[O-])cc1)c1ccc(=O)[nH]n1,-2,0
O=C(Nc1ccccc1NC(=O)C1(c2cccs2)CCCC1)c1cccs1,-6,-5
Cc1ccc(N2C(=O)CC(N3CCN(c4ccccc4)CC3)C2=O)cc1Cl (stereo not given),2,0
Cc1ccc(CN2CCN(C(=O)c3nc(C4CCC4)oc3C)CC2)cc1C,39,2
Cc1ccc(NC(=O)CCNS(=O)(=O)c2ccc(Br)s2)cc1Cl,-5,-7
Cc1ccc(C)c(NC(=O)C2CCCN(C(=O)c3cccc(Cl)c3)C2)c1 (stereo not given),29,12
Cc1nc2nc(SCC(=O)N3CCOCC3)nn2c(C)c1Cc1ccccc1Cl,14,-8
CCC1c2ccc(C)n2CCN1C(=O)Nc1ccc(Cl)cc1 (stereo not given),22,-2
CCOc1ccccc1NC(=O)c1cc2cc3ccc(C)cc3nc2o1,-3,7
CCCCC1=NN(C(=O)c2cccc(Br)c2)C(O)(C(F)(F)F)C1 (stereo not given),-27,-4
Cc1ccc(C)c(N2CCN(C(=O)c3ccc(Br)cc3)C(C)C2=O)c1 (stereo not given),1,0
C=CCC(CC=C)(NC(=O)c1ccccc1[N+](=O)[O-])c1ccccc1,10,-8
O=C(c1ccc(F)c(Cl)c1)N1CCc2nc[nH]c2C1,10,1
CCc1nc(-c2c(C)cc(C)nc2NC(=O)c2cc(C)ccc2C)no1,-2,-2
Cc1ccccc1C1CN(S(=O)(=O)c2ccccc2)CC1C(=O)N1CCOCC1 (stereo not given),10,-4
CCC1CCCCN1C(=O)CSc1nc2c(c(=O)n1-c1ccccc1)SCC2 (stereo not given),-6,-3
CCCC(=O)NCCC1CCN(C(=O)c2ccccc2)CC1,30,4
COc1ccc(C(=O)Nc2cc3cc([N+](=O)[O-])ccc3oc2=O)cc1OC,1,17
O=C(NCc1cccs1)c1cccc([N+](=O)[O-])c1,2,0
COc1ccc(C2=CC(c3cc(OC)c(OC)c(OC)c3)n3nnnc3N2)cc1 (stereo not given),5,10
O=C(O)C1Cc2c([nH]c3ccccc23)CN1 (stereo not given),nt,15
CS(=O)(=O)N(CC(=O)Nc1ccccc1C(N)=O)c1cccc(Cl)c1Cl,-2,-3
CC(NC(=O)Cc1cn(C)c2ncccc12)c1ccccc1 (stereo not given),-12,-5
Cc1cccc(C(=O)N2CCCC(COc3ccc(C(=O)N4CCCC4)cc3)C2)c1 (stereo not given),0,3
Cn1c(SCC(=O)N2CCOCC2)nnc1-c1ccc(NC(=O)CCc2ccccc2)cc1,-2,0
COc1cccc(/C=C2/N=C(C3CCCCC3)OC2=O)c1OC,-8,-6
COc1ccc(C(CC(=O)NC2CCCC(C)C2C)NS(=O)(=O)c2ccc(F)cc2)cc1 (stereo not given),-8,0

# Three entries drawn at random from the list so far, as already listed:
SMILES,mHTT-CaM PPI inh,Pf apPOL block
Cc1ccc(S(=O)(=O)Nc2c(Cl)cc(Cl)c3cccnc23)cc1,-4,1
O=C(Nc1ccc([N+](=O)[O-])cc1)c1ccc(=O)[nH]n1,-2,0
Cc1cc(C)nc(N2CCN(CC(=O)Nc3ccccc3F)CC2)n1,-9,-5

# The list goes on.
SMILES,mHTT-CaM PPI inh,Pf apPOL block
Cc1cccc(CNC(=O)C2CCN(c3cncnc3N3CCOCC3)CC2)c1,-1,6
CCOC(=O)c1c(NC(=O)C2CC2)sc2c1CCC2,-14,-6
CC1CCN(C(=O)C2CCN(c3c(C#N)cnc4ccc(F)cc34)CC2)CC1,-4,-2
O=C(c1ccco1)N1CCC(c2cc(-c3ccc(F)cc3)n[nH]2)CC1,27,-8
CCC(CO)NS(=O)(=O)c1ccc([N+](=O)[O-])cc1 (stereo not given),-2,-5
Cc1cccc(CNC(=O)c2nn(C)c3c2CN(C(=O)c2c(F)cccc2F)CC3)c1,-8,-7
Cn1cc(C2=CCN(S(=O)(=O)c3cccc4nsnc34)CC2)c2cccnc21,25,-8
CCn1c(-c2cc(NC(C)=O)n[nH]2)cc2ccccc21,11,-2
Cc1ccc(Cl)cc1NC(=O)N1CC(C)Oc2ccccc21 (stereo not given),-13,-5
c1ccc(-c2noc(COC3CCCNC3)n2)cc1 (stereo not given),-12,0
CCOC(=O)c1oc2c(CN3CCCC(C)C3)c(O)ccc2c(=O)c1-c1ccccc1OC (stereo not given),1,1
O=C(NCCS(=O)(=O)N1CCN(c2ncccn2)CC1)c1cnccn1,-7,3
CCC(=O)N1CCCN(c2nc3c(s2)c(C)nn3-c2ccc(F)cc2)CC1,30,8
O=C(Nc1ccc(Cl)cc1)c1ccccc1Br,-12,-2
O=C(CCN1CCCC1)Nc1cccc(Cl)c1,-4,-2
CC1=C/C(=N/OC(=O)c2cccc(Cl)c2)C=CC1=O,i,-12
O=C(NCC1CCCO1)c1cc(-c2cccnc2)nc2ccccc12 (stereo not given),-14,-11
CCNc1cc(N2CCC(CCC(=O)NC3CCCCC3)CC2)ncn1,0,1
COc1ccc(CCNC(=O)CSc2nnc(-c3ccncc3)o2)cc1OC,-6,2
O=C(CN1CCN(C(=O)Nc2ccc(F)cc2)CC1=O)NCc1ccccc1,-4,-1
Nc1cc(N)nc(SCC(=O)N2c3ccccc3Sc3ccccc32)n1,25,1
Cc1oc2cc(OS(C)(=O)=O)ccc2c(=O)c1Oc1ccccc1Br,-10,-1
N/C(=N\OC(=O)COc1ccccc1)c1ccccn1,i,-8
O=C(c1cc(-c2ccccc2)on1)N1CCN(CC(O)c2cccs2)CC1 (stereo not given),0,-7
COc1ccc(C(=O)N2c3ccc(F)cc3CCC2C)cc1OC (stereo not given),-1,-24
CCCc1cnc(N2CCN(CC(=O)Nc3ccc4c(c3)OCCO4)CC2)nc1,nt,-29
